Source: PubChem BioAssay
SRC1 TRFRET art: TR-FRET detection interference compounds, primary screen, artefact control for PPARgamma SRC-1 recruitment agonists, biochemical, TR-FRET emission ratio. TR-FRET detection artefact counter-screen; hits give high values. TR-FRET ratio at 8 µM. hit rate 0.34% among 99,000; in the data active = TR-FRET ratio above about 2300; note: inactives centre near 1800
SRC3 TRFRET art: TR-FRET detection interference compounds, artefact control for PPARgamma SRC-3 recruitment agonists, biochemical, TR-FRET ratio | TR-FRET ratio at 8 µM | hit rate 0.39% among 99,000 | AID 1048, 2008 | TR-FRET artefact counter-screen, PPARgamma/SRC-3 format; hits give high values; in the data active = TR-FRET ratio above about 2000; note: inactives centre near 1600
Active calls of the source: *. Only part of the results is shown, so the mix of outcomes need not match the whole.

Results for CCCCCCn1c(CN2CCCCC2CC)nc2c1c(=O)n(C)c(=O)n2C (centres undefined) ?
SRC1 TRFRET art: 1731; SRC3 TRFRET art: 1525

What do the screens show for `O=C(Nc1ccc(F)cc1F)C1CCN(C(=O)c2ccc(Br)cc2)CC1`?
SRC1 TRFRET art: 1717; SRC3 TRFRET art: 1472

Results for OCCC1CN(Cc2cccc(-n3cccn3)c2)CCN1Cc1ccccc1 (centres undefined) ?
SRC1 TRFRET art: 1711; SRC3 TRFRET art: 1416

What do the screens show for `CCSc1nnc(NC(=O)/C=C/c2ccco2)s1`?
SRC1 TRFRET art: 1643; SRC3 TRFRET art: 1863

How did COc1ccc(CN2CCCC(CNC(=O)c3ccc(F)cc3)C2)c(F)c1 (centres undefined) do in these assays?
SRC1 TRFRET art: 1596; SRC3 TRFRET art: 1787

How did O=C(O)C1CC=CCC1C(=O)NC1CCCCC1 (centres undefined) do in these assays?
SRC1 TRFRET art: 1620; SRC3 TRFRET art: 1312

What do the screens show for `COc1cccc(NC(=O)C2C3CCC4C(CCC32)C4(Cl)Cl)c1` (centres undefined)?
SRC1 TRFRET art: 1790; SRC3 TRFRET art: 1636

What do the screens show for `C/C(=N\NS(=O)(=O)c1ccccc1)c1cc(Cl)cc(Cl)c1O`?
SRC1 TRFRET art: 1654; SRC3 TRFRET art: 1670

Results for COc1ccc(-c2csc3nc(C)nc(N4CCCCC4)c23)cc1OC ?
SRC1 TRFRET art: 1938; SRC3 TRFRET art: 1693

How did CN(C)CCCCOc1ccc(F)cc1 do in these assays?
SRC1 TRFRET art: 1799; SRC3 TRFRET art: 1558

How did CCn1c(CNC(=O)c2ccc(OC)c(OC)c2)nnc1SCC(=O)Nc1ccc(OC)cc1 do in these assays?
SRC1 TRFRET art: 1837; SRC3 TRFRET art: 1592

Results for C=CCN=C1CC(C)(C)C(C(=O)OC)C(O)=C1C(=O)CCC (centres undefined) ?
SRC1 TRFRET art: 1938; SRC3 TRFRET art: 1427

Compounds listed so far that have a carbonyl joined to an NH by a bond outside any ring, in the order listed:
What do the screens show for `O=C(Nc1ccc(F)cc1F)C1CCN(C(=O)c2ccc(Br)cc2)CC1`?
SRC1 TRFRET art: 1717; SRC3 TRFRET art: 1472

What do the screens show for `CCSc1nnc(NC(=O)/C=C/c2ccco2)s1`?
SRC1 TRFRET art: 1643; SRC3 TRFRET art: 1863

How did COc1ccc(CN2CCCC(CNC(=O)c3ccc(F)cc3)C2)c(F)c1 (centres undefined) do in these assays?
SRC1 TRFRET art: 1596; SRC3 TRFRET art: 1787

How did O=C(O)C1CC=CCC1C(=O)NC1CCCCC1 (centres undefined) do in these assays?
SRC1 TRFRET art: 1620; SRC3 TRFRET art: 1312

What do the screens show for `COc1cccc(NC(=O)C2C3CCC4C(CCC32)C4(Cl)Cl)c1` (centres undefined)?
SRC1 TRFRET art: 1790; SRC3 TRFRET art: 1636

How did CCn1c(CNC(=O)c2ccc(OC)c(OC)c2)nnc1SCC(=O)Nc1ccc(OC)cc1 do in these assays?
SRC1 TRFRET art: 1837; SRC3 TRFRET art: 1592

Carrying on:
What do the screens show for `CC(C)(C)c1cc(=O)n2[nH]c(N)nc2n1`?
SRC1 TRFRET art: 1634; SRC3 TRFRET art: 1525

What do the screens show for `CN(CC(=O)NC1CC(C)(C)NC(C)(C)C1)S(=O)(=O)c1cc(Cl)ccc1Cl`?
SRC1 TRFRET art: 1724; SRC3 TRFRET art: 1646

What do the screens show for `O=C(Nc1ccccc1)c1ccc(Nc2c([N+](=O)[O-])cc([N+](=O)[O-])c3ccccc23)cc1`?
SRC1 TRFRET art: 1813; SRC3 TRFRET art: 1569

How did COc1ccc(N2CCN(C(=O)CCCCn3c(=O)[nH]c4ccsc4c3=O)CC2)cc1 do in these assays?
SRC1 TRFRET art: 1788; SRC3 TRFRET art: 1526

How did Cc1ccc(Nc2nc(N)c(C#N)c(CC#N)c2C#N)cc1 do in these assays?
SRC1 TRFRET art: 1813; SRC3 TRFRET art: 1607

Results for O=C(O)c1cccc(NC(=S)NC(=O)c2ccc(-c3ccccc3)cc2)c1 ?
SRC1 TRFRET art: 1913; SRC3 TRFRET art: 1574

How did CC(=O)CSc1nnc2cc(C)c3ccccc3n12 do in these assays?
SRC1 TRFRET art: 2037; SRC3 TRFRET art: 1611

What do the screens show for `CC(/C=C/c1ccccc1)=N\Nc1nc(C)cc(C)n1`?
SRC1 TRFRET art: 1886; SRC3 TRFRET art: 1743

What do the screens show for `CN(C)C(=O)N1CCCC(C(=O)NCc2cccs2)C1` (centres undefined)?
SRC1 TRFRET art: 1781; SRC3 TRFRET art: 1645

What do the screens show for `O=C(Nc1ccc2c(c1)CCC2)c1c(F)cccc1Cl`?
SRC1 TRFRET art: 1654; SRC3 TRFRET art: 1405

Results for COc1ccc(-n2nc3c(c2NC(=O)c2ccc(S(=O)(=O)N4CCOCC4)cc2)CS(=O)(=O)C3)cc1 ?
SRC1 TRFRET art: 1754; SRC3 TRFRET art: 1659

How did CN1C(=O)C(CC(=O)Nc2ccc(F)cc2)N(Cc2ccco2)C1=S (centres undefined) do in these assays?
SRC1 TRFRET art: 1589; SRC3 TRFRET art: 1490

What do the screens show for `C=CCc1cc(/C=C2/NC(=O)N(CC(=O)OC)C2=O)cc(OC)c1O`?
SRC1 TRFRET art: 2001; SRC3 TRFRET art: 1707

Results for O=C(NC(=S)Nc1nc(-c2cccc([N+](=O)[O-])c2)cs1)c1cc(Cl)ccc1Cl ?
SRC1 TRFRET art: 1652; SRC3 TRFRET art: 1279

How did COC(=O)c1cc2c(cc1N)OCCO2 do in these assays?
SRC1 TRFRET art: 1649; SRC3 TRFRET art: 1695

How did CCOc1ccc(C(=O)/C=C/c2ccc(OC)c(OC)c2)cc1 do in these assays?
SRC1 TRFRET art: 2186; SRC3 TRFRET art: 1555

What do the screens show for `Nc1ncnc(N2CCc3ccccc32)c1[N+](=O)[O-]`?
SRC1 TRFRET art: 2059; SRC3 TRFRET art: 1642

How did Cn1ncc([N+](=O)[O-])c1C(=O)N/N=C/c1cccc([N+](=O)[O-])c1 do in these assays?
SRC1 TRFRET art: 1506; SRC3 TRFRET art: 1548

What do the screens show for `O=C(Cc1c(Sc2ccccc2)c2ccccc2n1Cc1ccccc1)NCCO`?
SRC1 TRFRET art: 1789; SRC3 TRFRET art: 1468

What do the screens show for `Nc1ccccc1-c1nc2ccccc2s1`?
SRC1 TRFRET art: 1887; SRC3 TRFRET art: 1449

Results for CSc1cccc(CNC(=O)CC2C(=O)NCCN2CC(C)(C)C)c1 (centres undefined) ?
SRC1 TRFRET art: 1570; SRC3 TRFRET art: 1701

What do the screens show for `COC(=O)[C@H]1C[C@@H]1[C@H](NS(=O)(=O)c1ccc2ccccc2c1)c1ccccc1`?
SRC1 TRFRET art: 1448; SRC3 TRFRET art: 1613

What do the screens show for `Cc1ccc(S(=O)(=O)N(C)C)cc1NC(=S)N1CCc2ccccc21`?
SRC1 TRFRET art: 1780; SRC3 TRFRET art: 1361

What do the screens show for `COC(=O)C(CSCc1ccccc1)NC(=O)CSc1nc(C)cc(=O)[nH]1` (centres undefined)?
SRC1 TRFRET art: 1888; SRC3 TRFRET art: 1657

Results for COc1cc(C2C(S(=O)(=O)c3ccccc3)CON2C)ccc1OCc1ccc(F)cc1 (centres undefined) ?
SRC1 TRFRET art: 1948; SRC3 TRFRET art: 1691

How did CC(=O)NC(NC(=S)Nc1c(C)n(C)n(-c2ccccc2)c1=O)C(Cl)(Cl)Cl (centres undefined) do in these assays?
SRC1 TRFRET art: 1998; SRC3 TRFRET art: 1469

Results for Cc1ccccc1-c1noc(-c2cccs2)n1 ?
SRC1 TRFRET art: 1922; SRC3 TRFRET art: 1573

What do the screens show for `CC1(C)CC(CC(=O)Nc2ccccc2[N+](=O)[O-])C(=O)O1` (centres undefined)?
SRC1 TRFRET art: 1610; SRC3 TRFRET art: 1425

What do the screens show for `COCCN(C(=S)Nc1cc(C)cc(C)c1)C(C)c1cccs1` (centres undefined)?
SRC1 TRFRET art: 1779; SRC3 TRFRET art: 1555

What do the screens show for `Cc1ccc(N(CC(=O)N/N=C/c2ccc(OCC(N)=O)cc2)S(C)(=O)=O)cc1Cl`?
SRC1 TRFRET art: 2021; SRC3 TRFRET art: 1607

How did Cc1ccccc1NS(=O)(=O)c1ccc2c(c1)n(C)c(=O)n2C do in these assays?
SRC1 TRFRET art: 2043; SRC3 TRFRET art: 1379

Results for CC(C)CC(COCc1ccc(Cl)cc1)N1CCN(C(=O)c2ccc(Cl)cc2Cl)CCC1=O (centres undefined) ?
SRC1 TRFRET art: 1467; SRC3 TRFRET art: 1360

How did Cc1[nH]c2ccccc2c1/C=C(\C#N)C(=O)NCC1CCCO1 (centres undefined) do in these assays?
SRC1 TRFRET art: 1853; SRC3 TRFRET art: 1839

What do the screens show for `CCCCn1c(SCC(=O)N2CC(C)CC(C)C2)nc2cc(S(N)(=O)=O)ccc21` (centres undefined)?
SRC1 TRFRET art: 1715; SRC3 TRFRET art: 1425

Results for COc1ccc(CNCCC(c2ccc(F)cc2)c2ccc(OC)cc2)cc1 (centres undefined) ?
SRC1 TRFRET art: 1376; SRC3 TRFRET art: 1509

How did COc1cccc(NC(=O)COC(=O)Cc2ccc(Br)cc2)c1 do in these assays?
SRC1 TRFRET art: 1719; SRC3 TRFRET art: 1593

Grouped by structure, the compounds so far containing a tert-butyl group.
What do the screens show for `CC(C)(C)c1cc(=O)n2[nH]c(N)nc2n1`?
SRC1 TRFRET art: 1634; SRC3 TRFRET art: 1525

Results for CSc1cccc(CNC(=O)CC2C(=O)NCCN2CC(C)(C)C)c1 (centres undefined) ?
SRC1 TRFRET art: 1570; SRC3 TRFRET art: 1701

2 entries drawn at random from the list so far, as already listed:
What do the screens show for `CC(/C=C/c1ccccc1)=N\Nc1nc(C)cc(C)n1`?
SRC1 TRFRET art: 1886; SRC3 TRFRET art: 1743

What do the screens show for `O=C(Nc1ccc(F)cc1F)C1CCN(C(=O)c2ccc(Br)cc2)CC1`?
SRC1 TRFRET art: 1717; SRC3 TRFRET art: 1472

Carrying on:
What do the screens show for `CC(CCc1ccccc1)NC(=O)Cc1cccs1` (centres undefined)?
SRC1 TRFRET art: 1794; SRC3 TRFRET art: 1691

How did CN(C)CCOc1ccc(C(C)(C)c2ccccc2)cc1 do in these assays?
SRC1 TRFRET art: 1909; SRC3 TRFRET art: 1561

What do the screens show for `CC1=C(C(=O)N2CCOCC2)C(c2ccc(O)cc2)NC(=S)N1` (centres undefined)?
SRC1 TRFRET art: 2091; SRC3 TRFRET art: 1784

Results for Cc1cc(NC(=O)C2CC(c3c(F)cccc3Cl)=NO2)n(-c2ccccc2)n1 (centres undefined) ?
SRC1 TRFRET art: 1549; SRC3 TRFRET art: 1428

What do the screens show for `O=C(Nc1ccccc1)C1=C[C@H](c2ccc3c(c2)OCO3)C[C@H](OCc2ccc(CO)cc2)O1`?
SRC1 TRFRET art: 1830; SRC3 TRFRET art: 1365

What do the screens show for `CCOC(=O)c1c(NC(=O)CSc2nnc(-c3c[nH]c4ccccc34)n2CC)sc2c1CCCC2`?
SRC1 TRFRET art: 1726; SRC3 TRFRET art: 1409

How did COC(=O)c1ccc(NC(=S)NCCc2ccccc2C)cc1 do in these assays?
SRC1 TRFRET art: 1656; SRC3 TRFRET art: 1490

How did Cc1ccc(/C=N/NC(=O)Cn2cnc3c2c(=O)n(C)c(=O)n3C)s1 do in these assays?
SRC1 TRFRET art: 1751; SRC3 TRFRET art: 1514

Results for O=C(NNC(=O)c1cccs1)c1ccccc1 ?
SRC1 TRFRET art: 1593; SRC3 TRFRET art: 1418

Results for CC(C)(C)NC(=O)NC(=O)CSc1ncccn1 ?
SRC1 TRFRET art: 1575; SRC3 TRFRET art: 1430

Results for COCCNC(=O)/C(C#N)=C/c1ccc(C)o1 ?
SRC1 TRFRET art: 1504; SRC3 TRFRET art: 1630

How did COC(=O)c1ccc(/C=C/c2ccc3cccc(OC(C)=O)c3n2)cc1 do in these assays?
SRC1 TRFRET art: 1767; SRC3 TRFRET art: 1596

Results for CCOC(=O)Cc1c(Sc2ccccc2)c2ccccc2n1C ?
SRC1 TRFRET art: 1946; SRC3 TRFRET art: 1724

Results for CCOc1ccc2c(c1)C(N(CCN1CCOCC1)C(=O)Nc1ccc(OC)cc1OC)CC(C)(C)O2 (centres undefined) ?
SRC1 TRFRET art: 1800; SRC3 TRFRET art: 1651

Results for N=C(N)c1ccc(Cl)cc1 ?
SRC1 TRFRET art: 1899; SRC3 TRFRET art: 1647

What do the screens show for `Cc1cc(-c2ccccc2)n[nH]1`?
SRC1 TRFRET art: 1977; SRC3 TRFRET art: 1666

Results for O=S(=O)(c1ccc2ccccc2c1)N1CCN(Cc2ccccn2)CC1 ?
SRC1 TRFRET art: 1790; SRC3 TRFRET art: 1524

Results for COc1ccc(/C=C(\NC(=O)c2cccs2)C(=O)N2CCOCC2)cc1OC ?
SRC1 TRFRET art: 1610; SRC3 TRFRET art: 1477

What do the screens show for `CCSc1ccccc1C(=O)Nc1nc2ccccc2c(=O)[nH]1`?
SRC1 TRFRET art: 1729; SRC3 TRFRET art: 1604

What do the screens show for `CC1(C)CC(=O)c2cc(N=C/C(C(=O)c3ccccc3)=C(\O)c3ccccc3)c(=O)oc2C1`?
SRC1 TRFRET art: 1794; SRC3 TRFRET art: 1567

Results for O=P(Cc1ccccc1)(c1ccccc1)c1ccccc1 ?
SRC1 TRFRET art: 1703; SRC3 TRFRET art: 1632

Results for CC(=O)c1ccc2c(c1)C1C=CCC1C(C(=O)O)N2 (centres undefined) ?
SRC1 TRFRET art: 1910; SRC3 TRFRET art: 1705

What do the screens show for `CCOc1cccc(/C=N/NC(=S)NCCN2CCOCC2)c1O`?
SRC1 TRFRET art: 1952; SRC3 TRFRET art: 1637

What do the screens show for `O=[N+]([O-])c1ccc(/C=N/Nc2nc(N3CCCCC3)nc(N3CCCCC3)n2)cc1`?
SRC1 TRFRET art: 1715; SRC3 TRFRET art: 1450

Results for COc1ccc(C)cc1S(=O)(=O)N1CCOCC1 ?
SRC1 TRFRET art: 1734; SRC3 TRFRET art: 1643
